HGIII-sPLA2 inh – Inhibits HGIII-sPLA2 liposome hydrolysis, primary screen; QFRET BODIPY PC-A2 liposome hydrolysis, fluorescence; inhibition, % at 12.2 µM; 370,000 compounds, 0.56% hits; AID 743126;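 active = inhibition above mean plus 3 SD of compounds lying within the high and low control bounds, cut at about 19% in these data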;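 also: 0% = median of test compound wells and 100% = no enzyme DMSO wells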
Target sequence (Q9NZ20 whole entry, looked up): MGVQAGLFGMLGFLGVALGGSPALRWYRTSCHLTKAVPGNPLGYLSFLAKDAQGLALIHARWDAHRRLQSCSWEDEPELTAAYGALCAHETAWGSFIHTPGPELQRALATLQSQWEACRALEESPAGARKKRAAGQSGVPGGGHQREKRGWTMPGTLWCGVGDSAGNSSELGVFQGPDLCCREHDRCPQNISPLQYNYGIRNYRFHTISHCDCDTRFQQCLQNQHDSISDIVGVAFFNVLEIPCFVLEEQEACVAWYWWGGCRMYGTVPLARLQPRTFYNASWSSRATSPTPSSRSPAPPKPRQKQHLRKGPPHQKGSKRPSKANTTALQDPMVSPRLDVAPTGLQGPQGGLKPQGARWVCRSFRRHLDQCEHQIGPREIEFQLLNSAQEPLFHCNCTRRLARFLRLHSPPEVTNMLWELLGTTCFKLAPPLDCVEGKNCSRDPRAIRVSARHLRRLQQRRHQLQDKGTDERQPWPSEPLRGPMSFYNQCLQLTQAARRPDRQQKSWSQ
ASAP1 GAP inh – blocks human ASAP1-stimulated Arf1 GTP hydrolysis; GDP FP detection; inhibition, % at 16.5 µM; 360,000 compounds, 0.19% hits; Q9ULH1; in the data active = inhibition above about 25%;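 also: 0% = vehicle with enzyme and substrate and 100% = no enzyme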
DDE Tn6 FP inh – inhibitors of Tn6 peptide binding to human fibrin DD(E); P02675; Fibrin DD(E) TRITC-Tn6 fluorescence polarization displacement; 370,000 compounds, 0.21% hits; AID 720509; inhibition, % at 8.3 µM;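 active = inhibition above a per-campaign cutoff: mean of compounds within control limits plus 3 SD, cut at about 15% in these data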;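 also: 0% = median of all compound wells on the plate and 100% = blocking peptide control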
rCAG binder – r(CAG) repeat RNA binding | TO-PRO-1 dye displacement fluorescence | inhibition, % at 3 µM | 370,000 compounds, 1.3% hits;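 active = inhibition above the plate cutoff, the mean of all test compounds on that plate plus 3 SD, cut at about 35% in these data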;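 also: 0% = DMSO alone and 100% = 100 µM mitoxantrone as full dye displacement; higher means more dye released from RNA so lower well fluorescence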
ARFGAP1 inh – inhibits rat ARF GTPase activating protein 1; inhibition, % at 16.5 µM; Arfgap1-stimulated ARF1 GTP hydrolysis, GDP FP detection; Q62848; AID 651572; 360,000 compounds, 0.26% hits;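 active = inhibition above a per-plate limit, mean inhibition of low control wells plus 3 SD, cut at about 25% in these data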;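 also: 0% = DMSO wells with enzyme and 100% = wells lacking Arfgap1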
Target sequence (Q62848 1-136 limits assumed): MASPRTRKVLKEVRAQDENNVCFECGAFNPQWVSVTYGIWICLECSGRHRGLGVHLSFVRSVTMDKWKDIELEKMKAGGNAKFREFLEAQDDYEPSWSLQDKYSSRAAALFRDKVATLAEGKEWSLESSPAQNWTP
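material = rat Arfgap1 catalytic domain, aa 1-136 | also added = human ARF1(Δ1-17)-GTP substrate | compound dosing = one concentration, 16.5 µM, DMSO 1.26% | times = GTP hydrolysis reaction 2 h at 25 °C | measured by = FP, GDP Alexa 633 tracer displaced from anti-GDP antibody, 620/688 nm | evaluation = percent inhibition of Arfgap1-stimulated GTP hydrolysis | replication = single well per compound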
ADAM10 inh – inhibitors of human ADAM10. recombinant ADAM10, EDANS/DABCYL FRET peptide cleavage, 3 h. inhibition, % at 7 µM. 370,000 compounds, 0.62% hits;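 active = inhibition above a per-campaign cutoff equal to the mean of compounds falling between control-based bounds plus 3 SD, cut at about 20% in these data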;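 also: 0% = DMSO wells while the 100% control is not disclosed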
NPR1 activator – GC-A (human) enzyme activation; P16066; HEK293 GC-A cells, cGMP TR-FRET, EC30 ANP; 0% at EC30 ANP, 100% saturating ANP; activation, % at 10 µM; 370,000 compounds, 0.14% hits; in the data active = activation above about 40%
KLK7 zymogen act – activates the human kallikrein-7 zymogen. P49862. purified proKLK7, EDANS-DABCYL substrate fluorescence; 100% is mature enzyme control, 0% vehicle. activation, % at 7 µM. 370,000 compounds, 0.9% hits;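 active = activation above the mean of all tested compounds plus 3 SD, computed per campaign excluding outliers beyond control limits, cut at about 13% in these data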
Target sequence (P49862 whole entry, looked up): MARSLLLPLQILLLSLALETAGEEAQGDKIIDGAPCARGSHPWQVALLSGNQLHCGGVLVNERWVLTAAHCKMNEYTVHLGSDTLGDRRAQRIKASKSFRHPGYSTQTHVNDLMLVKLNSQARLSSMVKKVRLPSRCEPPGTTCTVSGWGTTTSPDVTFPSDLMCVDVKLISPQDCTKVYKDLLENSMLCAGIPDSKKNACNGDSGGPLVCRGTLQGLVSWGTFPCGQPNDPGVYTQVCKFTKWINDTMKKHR
GC-B act – GC-B (human) receptor activation; activation, % at 10 µM; P20594; HEK293-GC-B cells, CNP EC30, cGMP TR-FRET; 0% at EC30 CNP, 100% saturating CNP; 370,000 compounds, 0.11% hits;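 active = activation at 10 µM reaching about 35% in either raw or pattern-adjusted values, limit read from the data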
FXN GAA850 act – frataxin GAA850 promoter activation; HEK293 lucGAA850 FXN promoter luciferase reporter, 24 h; percent of 10 µM SAHA response; activation, % at 6 µM; 360,000 compounds, 0.56% hits;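 active = activation above the average of all compounds screened plus 3 SD, cutoff fixed separately per campaign, cut at about 7.5% in these data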;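 also: 0% = DMSO wells and 100% = 10 µM SAHA wells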
An asterisk follows results filed as active; i = inactive; / = no result given.

Structure	HGIII-sPLA2 inh	ASAP1 GAP inh	DDE Tn6 FP inh	rCAG binder	ARFGAP1 inh	ADAM10 inh	NPR1 activator	KLK7 zymogen act	GC-B act	FXN GAA850 act
CC1S/C(=N/N=C/c2ccco2)N(Cc2ccc(F)cc2)C1=O (stereo not drawn)	-14	-8	3	0	7	2	1	0.2	7	3.5
Cc1ccc(NS(=O)(=O)c2ccc(C(=O)OCC(=O)Nc3cc(C)on3)cc2)cc1	-25	-1	8	2	3	-3	2	-0.4	-4	0.6
C=CCNC(=S)N/N=C/c1ccc(-c2cc(Cl)ccc2Cl)o1	2	-3	1	7	-1	-2	0	0.6	-1	1.9
O=C(c1ccccc1)N1CCOC(O)(c2ccccc2)C1c1ccccc1 (stereo not drawn)	-9	2	-5	-1	14	-2	-7	-0.2	-6	0.5
O=C(O)c1ccccc1C(=O)c1ccc(Br)s1	1	-2	3	17	-4	-5	3	0.3	3	1.4
CCCCNC(=O)C[C@H]1C[C@@]2(C(=O)OC)C(=C[C@H](COCc3ccccc3)O[C@@H]2C)N(CCc2ccc(OC)c(OC)c2)C1=O	-7	/	9	0	/	-1	0	0.9	-1	/
S=C(Nc1ccc2nc(-c3ccccn3)c(-c3ccccn3)nc2c1)N1CCCCCC1	9	0	4	-5	-5	-140	0	5.7	-1	2.7
COc1ccc(/C=C(/NC(=O)c2cccs2)C(=O)NCc2ccco2)cc1OC	2	-3	7	-3	-13	0	-2	-0.2	0	-1.1
COc1cccc(N2CC(C(=O)Nc3ccc(C(=O)OC(C)C)cc3)CC2=O)c1 (stereo not drawn)	-15	-3	1	1	-1	-9	-1	0.2	3	-0.5
CCCN(CC(=O)Nc1cccc(S(N)(=O)=O)c1)CC(=O)Nc1ccc(F)c(F)c1F	-9	17	-9	2	-1	-7	0	-0.3	3	2.9

A different layout for two compounds above.
> O=C(c1ccccc1)N1CCOC(O)(c2ccccc2)C1c1ccccc1 (stereo not drawn)
  HGIII-sPLA2 inh: -9
  ASAP1 GAP inh: 2
  DDE Tn6 FP inh: -5
  rCAG binder: -1
  ARFGAP1 inh: 14
  ADAM10 inh: -2
  NPR1 activator: -7
  KLK7 zymogen act: -0.2
  GC-B act: -6
  FXN GAA850 act: 0.5

> O=C(O)c1ccccc1C(=O)c1ccc(Br)s1
  HGIII-sPLA2 inh: 1
  ASAP1 GAP inh: -2
  DDE Tn6 FP inh: 3
  rCAG binder: 17
  ARFGAP1 inh: -4
  ADAM10 inh: -5
  NPR1 activator: 3
  KLK7 zymogen act: 0.3
  GC-B act: 3
  FXN GAA850 act: 1.4

Next part
Structure	HGIII-sPLA2 inh	ASAP1 GAP inh	DDE Tn6 FP inh	rCAG binder	ARFGAP1 inh	ADAM10 inh	NPR1 activator	KLK7 zymogen act	GC-B act	FXN GAA850 act
Cc1ccn2cc(-c3cccc([N+](=O)[O-])c3)nc2c1	2	-4	-1	-3	9	1	0	0.6	-1	5.0
CCOc1ccc(C(=O)Nc2nnc(NC(=S)Nc3ccccc3)s2)cc1	6	11	0	27	4	10	0	0.0	-2	0.5
[N-]=[N+]=CC(=O)CCCN1C(=O)c2ccccc2C1=O	3	0	-4	5	-5	6	-1	0.4	2	-2.1
O=S(=O)(c1ccc(OCC(O)CNC23CC4CC(CC(C4)C2)C3)c(Cl)c1)N1CCOCC1 (stereo not drawn)	-10	5	-4	11	-1	2	-3	-0.6	1	-1.9
CCC(=O)NC(Nc1cccc(C)n1)(C(F)(F)F)C(F)(F)F	1	-6	-1	0	-11	-1	0	0.2	-1	-0.7
Cc1c(-c2ccccc2)oc2c(C(=O)OCC(=O)Nc3cccc(F)c3)cccc2c1=O	-7	-2	0	4	-2	0	-5	0.3	-6	0.7
Cc1cccc(C(=O)Nc2ccc(N3CCN(C(=O)c4ccco4)CC3)cc2)c1	3	17	-2	-1	-3	5	-2	0.9	-2	1.7
COc1ccc(NC(=O)/C(=C\c2ccncc2)NC(=O)c2ccccc2)cc1	1	-3	6	-3	-8	3	-1	0.2	-1	-2.2
COc1ccc(N=C2SCC(=O)N2c2ccc(OC)cc2)cc1	13	4	4	-6	5	10	0	-0.1	0	2.9
CCN(C(=O)CSc1nc(N)cc(=O)[nH]1)c1c(N)n(Cc2ccccc2)c(=O)[nH]c1=O	-8	-5	8	2	11	-7	1	0.6	2	-0.1
COc1cc(C(=O)N(C)CC2CCN(CCc3cccc(C(F)(F)F)c3)CC2)ccc1C	-18	1	6	-9	8	-1	0	0.4	1	-1.5
O=C(CSc1nnc(Cn2c(=O)sc3ccccc32)n1-c1ccccc1)N1CCOCC1	0	1	0	-2	2	-1	3	0.2	0	0.2
CC(=O)c1sc(NCc2ccc(C)cc2)nc1C	9	10	-6	0	2	-5	4	-0.4	5	5.1
CC1S/C(=N/N=C/c2ccco2)N(Cc2ccccc2)C1=O (stereo not drawn)	-12	8	-3	2	3	7	0	-0.1	-5	0.3
CCOC(=O)c1c(NC(=O)C2C3CCC(O3)C2C(=O)O)sc(C)c1-c1ccc(C)cc1 (stereo not drawn)	2	-2	-2	13	-3	-4	-5	0.4	0	-0.5
CCCC(=O)Nc1cccc(NC(=O)Cc2ccc(Cl)cc2)c1	7	2	-10	2	-9	-17	2	0.5	3	-1.5
Cc1nc(C(=O)Nc2ccc(Cl)cc2)nn1-c1ccc([N+](=O)[O-])cc1	-2	-4	-5	-3	-3	2	-7	0.1	-5	0.2
CCN(CC)C(=O)CN(c1cccc(OC)c1)S(=O)(=O)c1ccc(C)cc1	2	-11	7	-7	4	-5	-12	0.5	-2	-1.3
Cc1ccc2c(c1)c(N=Nc1ccc([N+](=O)[O-])cc1)c(O)n2C	8	-1	0	-4	6	1	0	0.0	-7	-1.4
CCC(C)Cn1c(C(C)O)nc2ccccc21 (stereo not drawn)	-3	0	-2	2	-4	10	0	-0.9	0	1.0
O=C(CCCCN1CCCCC1)c1ccccc1	12	-5	6	-4	8	-1	2	-0.2	4	0.8
CCOC(=O)c1nc(-c2ccccc2)oc1N(C)C	3	5	-1	-2	7	i	-1	2.5	-1	3.1
COc1ccc(-n2c(CN3CCN(C)CC3)nc3ccc([N+](=O)[O-])cc3c2=O)c(OC)c1	7	-2	3	14	3	7	3	-0.1	1	2.9
O=C(CNC(=S)N(CCCN1CCOCC1)Cc1cccs1)NC1CCCC1	-3	2	-2	-6	11	6	1	0.2	4	-1.0
Cc1cccc(Cn2c(SCCN3CCCCC3)nc3c2c(=O)[nH]c(=O)n3C)c1	3	-3	-9	1	-17	2	2	-0.1	-5	2.0
CC(=O)Nc1ccc2nc(SCC(=O)O)sc2c1	3	-13	-3	2	13	-10	11	0.2	5	-0.4
COc1ccccc1Cn1nc(C(=O)O)c2ccccc2c1=O	3	15	9	2	-3	-3	3	-0.8	1	2.4
COc1cc(CNc2nc3ccccc3n2Cc2ccccc2)ccc1O	-5	-17	5	0	5	-8	-7	0.1	-8	1.5
Cc1c(C(=O)NC(c2ccccn2)C(F)(F)F)oc2c(F)cccc12 (stereo not drawn)	2	-14	-5	-2	-3	-1	-1	-0.6	-7	1.2
OCCNc1nc(-c2ccccc2)nc2c1oc1ccccc12	-4	5	4	3	5	1	-1	-0.4	-2	-0.7
CCOc1ccccc1N(CC)C(=O)Cn1ncc2c(=O)oc3ccccc3c21	11	-4	5	0	-5	-11	-3	0.1	3	-1.1
Cc1ccc(Cn2cccc2C2=NC(C)CO2)cc1 (stereo not drawn)	21*	4	-1	3	12	11	-3	-0.5	-5	-0.2
CCS(=O)(=O)N1CCN(C(=O)c2cccc3ccccc23)CC1	3	-1	7	0	-1	-6	-2	0.2	5	1.1
COc1ccc(Cl)cc1NC(=O)c1ocnc1C	0	0	4	4	-11	6	3	0.7	-1	-0.2
O=C(Nc1ccccc1N1CCCC1)c1cccnc1Cl	6	12	8	0	5	6	-3	0.2	-10	-3.2
COc1cccc(NC(=O)CN(C)C(=O)c2ccc3c(c2)S(=O)(=O)N=C2CCCCCN23)c1	-5	18	2	2	6	-2	4	0.7	-5	-0.8
Cc1ccc(Cl)cc1N1CCN(C(=O)Cc2c(C(=O)O)[nH]c3ccccc23)CC1	-29	0	-6	51*	-4	-1	-5	0.1	-1	2.0
CC(C)N(CCNCC(O)COc1ccc(C(C)(C)c2ccccc2)cc1)C(C)C (stereo not drawn)	-3	0	2	3	5	-1	0	0.8	-4	-0.4
CCN(CC)S(=O)(=O)c1cccc(NC(=O)c2cc(-c3cccs3)nn2-c2ccccc2)c1	-7	2	-3	6	1	12	1	-0.2	2	-1.2
O=C(Nc1ccc(F)cc1)C(CCc1ccccc1)N1CCN(c2ccncc2)CC1 (stereo not drawn)	-39	-5	11	6	-2	-5	4	0.8	-10	/
CC(C)c1[nH]nc2c1C(c1ccc(F)cc1)NC2=O (stereo not drawn)	1	13	-4	0	2	-14	6	-0.1	2	/
O=C(CCNC(=O)c1ccc(Cl)cc1)Nc1ccc(S(=O)(=O)N2CCCCC2)cc1	-15	-3	5	7	0	9	-7	0.4	-2	0.2
COc1ccccc1NC(=O)CCc1nc(-c2ccccc2F)no1	-7	1	6	-3	-4	1	0	0.1	3	0.2
Nc1n[nH]c(-c2ccccc2[N+](=O)[O-])n1	9	-16	0	2	6	3	3	-0.3	8	2.3
CS(=O)(=O)N(CC(=O)Nc1ccc(S(=O)(=O)N2CCOCC2)cc1)c1ccccc1Cl	-10	-4	-1	-2	13	3	1	0.2	-6	0.6
CSc1nc2c(c(=O)[nH]1)C(c1cccc(Cl)c1)CC(=O)N2 (stereo not drawn)	-3	1	1	0	-2	-2	5	0.0	1	0.0
CCOc1ccccc1NC(=S)NC(=O)CCCOc1ccc(Cl)cc1Cl	3	-10	1	0	6	1	1	0.6	-5	0.4
COCCN(C(=O)c1cc(-c2ccncc2)nc2ccccc12)c1c(N)n(CC(C)C)c(=O)[nH]c1=O	-4	4	9	2	1	-8	1	0.1	0	2.6
COC(=O)c1ccc(CN2CCCC(CO)(Cc3ccc(F)cc3F)C2)cc1 (stereo not drawn)	-8	-12	3	5	2	12	5	0.6	6	3.1
COC(C[C@@H](O)C[C@H](O)COCc1ccccc1)OC	8	14	-3	1	9	1	2	-0.2	6	1.0

Carrying on:
Structure	HGIII-sPLA2 inh	ASAP1 GAP inh	DDE Tn6 FP inh	rCAG binder	ARFGAP1 inh	ADAM10 inh	NPR1 activator	KLK7 zymogen act	GC-B act	FXN GAA850 act
COc1ccc(CCC(C)NC(=O)Cc2ccc(OC)c(OC)c2)c(OC)c1 (stereo not drawn)	-2	-3	-2	3	9	4	-8	-0.5	-8	1.0
COc1ccc(Cl)cc1C(=O)Nn1c(-c2cccs2)nc2ccccc2c1=O	8	-6	0	3	-7	8	-5	-1.0	0	-1.5
Cc1cccc(Oc2c(C=O)c3ccccc3n2C)c1	-8	-9	3	-2	4	-10	3	0.4	13	1.4
CCOc1ccc(C(=O)Nc2ccc(S(=O)(=O)NCC3CCCO3)cc2)cc1OCC (stereo not drawn)	0	-4	-4	-1	9	3	-2	-0.4	-1	0.7
C[C@H](c1ccccc1)N1C[C@@H](COCc2ccccc2)Oc2cc(N3CC[C@H](O)C3)ccc2S1(=O)=O	1	10	-5	4	2	-5	-4	-0.1	-8	/
Cc1ccc(C2=NN(S(=O)(=O)c3ccccc3)C(c3ccco3)C2)cc1 (stereo not drawn)	-2	6	3	3	0	2	-5	0.7	-2	-1.9
